# Screens: PubChem BioAssay, several laboratories
# TNAP inh hi DEA: TNAP (human) inhibition, high acceptor; AID 1135; P05186; hit rate 0.03% among 200,000; purified TNAP, CDP-star luminescence, 1 M DEA; inhibition, % at 20 µM;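 active = over 50% inhibition of tissue-nonspecific alkaline phosphatase at 20 µM in the single-dose screen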;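 note: plate controls were DMSO wells for no effect and EDTA-quenched wells as full inhibition for full effect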
# Target sequence (P05186 whole entry, looked up): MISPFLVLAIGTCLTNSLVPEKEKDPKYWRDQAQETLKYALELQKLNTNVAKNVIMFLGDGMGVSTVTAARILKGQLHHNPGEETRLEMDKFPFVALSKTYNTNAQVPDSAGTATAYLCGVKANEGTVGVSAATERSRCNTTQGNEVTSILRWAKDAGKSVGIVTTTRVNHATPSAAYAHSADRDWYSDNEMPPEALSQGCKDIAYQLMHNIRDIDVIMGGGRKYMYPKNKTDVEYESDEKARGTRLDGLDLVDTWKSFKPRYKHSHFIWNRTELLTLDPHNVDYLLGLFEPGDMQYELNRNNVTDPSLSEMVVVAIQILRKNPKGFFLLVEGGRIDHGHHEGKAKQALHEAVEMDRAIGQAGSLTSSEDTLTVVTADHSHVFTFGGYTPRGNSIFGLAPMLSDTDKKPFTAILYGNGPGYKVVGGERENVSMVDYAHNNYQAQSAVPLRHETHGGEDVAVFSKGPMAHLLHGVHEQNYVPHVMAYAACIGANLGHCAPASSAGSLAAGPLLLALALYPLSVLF
# PMI act satM6P: increases human PMI activity with near-saturating mannose 6-phosphate | P34949 | coupled PMI enzyme assay, resazurin fluorescence, 20 min; active compounds read high; 1 = untreated enzyme, 0 = substrate-free blank | activation factor at 20 µM | hit rate 0.34% among 190,000 | AID 1216;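 active = activation factor of 2 or more at 20 µM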
#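 Material: human phosphomannose isomerase with PGI, G6PDH, diaphorase coupling enzymes / Reagent: Man-6-P substrate 1.0 mM / Dosing: single compound dose of 20 µM, 1% DMSO final / Incubation: enzyme reaction with compound 20 min at room temperature / Signal: resorufin fluorescence (Ex 544/Em 590 nm) from resazurin via diaphorase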
# TNAP inh noacc: TNAP (human) inhibition, acceptor-free conditions. inhibition, % at 20 µM. P05186. hit rate 0.26% among 200,000. purified TNAP, CDP-star luminescence, 30 min;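 active = tissue-nonspecific alkaline phosphatase inhibition above about 50% at 20 µM in the single-dose screen, limit read from the data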;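 note: 0% = DMSO negative control and 100% = EDTA positive control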
# HMGR II inh: E. faecalis class II HMG-CoA reductase inhibition; purified E. faecalis HMGR, NADPH absorbance 340 nm kinetic; inhibition, % at 10 µM; hit rate 0.41% among 190,000; AID 1066;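 active = inhibition above a set limit, the median over all tested compounds plus 3 SD, cut at about 9.5% in these data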;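 note: enzyme runs in reverse so mevalonate oxidation gives rising NADPH absorbance; 0% = complete reaction with DMSO and 100% = background rate lacking mevalonate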
# S1P3 antagonist: blocks the human S1P3 receptor; Q99500; CHO S1P3 NFAT-BLA reporter, FRET fluorescence, antagonist mode; inhibition, % at 4.98 µM; hit rate 0.27% among 170,000; AID 485;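 active = inhibition above the plate cutoff, the mean inhibition of test wells on that plate plus 3 SD, cut at about 28% in these data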;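 note: cells challenged with S1P at its EC80 of 0.8 µM; blue over green emission ratio from cleaved BLA substrate after 4 h stimulation; 0% = S1P-stimulated wells and 100% = unstimulated DMSO-only wells; some compounds past the cut are filed as inactive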
# Target sequence (Q99500 whole entry, looked up): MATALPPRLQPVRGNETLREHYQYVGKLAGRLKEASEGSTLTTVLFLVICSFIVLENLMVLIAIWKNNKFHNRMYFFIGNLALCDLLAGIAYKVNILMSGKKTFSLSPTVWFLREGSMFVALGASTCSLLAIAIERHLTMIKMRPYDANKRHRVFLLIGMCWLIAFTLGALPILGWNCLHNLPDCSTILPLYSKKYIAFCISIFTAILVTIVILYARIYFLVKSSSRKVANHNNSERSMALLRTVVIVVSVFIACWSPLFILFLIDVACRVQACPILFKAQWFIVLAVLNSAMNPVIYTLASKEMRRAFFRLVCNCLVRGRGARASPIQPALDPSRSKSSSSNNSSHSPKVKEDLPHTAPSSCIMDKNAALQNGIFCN
# DTT redox prof: compounds producing H2O2 with reducing agent – biochemical, NIH compound library profiling, artefact control for MLSCN library redox annotation, primary screen; hit rate 0.03% among 200,000; DTT-dependent redox cycling H2O2, phenol red/HRP absorbance; 100% = 100 µM peroxide control, 0% = buffer; activation, % at 10 µM;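 active = activation of at least 50% relative to the plate's high and low controls in the primary single-dose screen; inactive = activation below 50%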;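 note: compound incubated with DTT at 0.8 mM final as the reducing agent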
# RAM network inh: blocks the yeast RAM network | S. cerevisiae dse1pr::URA3 reporter, 5-FOA growth OD615, 2 d; analog-sensitive cbk1-as2 kinase mutant strain | inhibition, % at 50 µM | hit rate 1.8% among 190,000 | AID 868;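 active = inhibition above a set limit, 3 SD over mean compound inhibition, cut at about 8.4% in these data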;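 note: 0% = DMSO-only wells with no growth and 100% = 10 µM 1-NA-PP1 full growth; inhibition rescues growth on 5-FOA so higher OD means more RAM inhibition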
# Hsp70 activator: Hsp70 transcriptional activation, primary screen. HeLa Hsp70 promoter luciferase reporter, luminescence; scaled: vehicle 0, proteasome-inhibitor control 100%. activation, % at 10 µM. hit rate 0.04% among 200,000;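 active = activation above the mean across all tested compounds plus 3 SD, cutoff set per campaign, cut at about 5.5% in these data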;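 note: 100% = MG132 at 30 µM as the positive control and 0% = DMSO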
# PMI act: phosphomannose isomerase (human) activation; P34949; purified human PMI, coupled resazurin fluorescence, 20 min; active compounds read high; 1 = vehicle control, 0 substrate-free wells; activation factor at 20 µM; hit rate 0.005% among 190,000; AID 1214;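 active = activation factor of 2 or more at 20 µM, relative to plate controls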
# L major viab: reduces viability of Leishmania major promastigotes. resazurin fluorescence viability. inhibition, % at 10 µM. hit rate 9% among 200,000. AID 1063; in the data active = inhibition above about 50%;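 note: promastigotes grown with compound for 44 hours at 28 °C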
# Starred values were filed as active, the others as inactive; nt = not tested or not shown.
1	Cc1nn(Cc2ccccc2)c(C)c1CCC(=O)O
2	O=C(NNC(=O)C1CCCO1)c1ccc(F)cc1 (centres undefined)
3	COc1cccc(NC(=O)COC(=O)Cc2ccc(Br)cc2)c1
4	O=C(CSc1nnnn1-c1cccc2c1CCCC2)N1CCOCC1
5	O=C(N/N=C/c1ccccc1O)C1(O)c2ccccc2-c2ccccc21

entry no.	1	2	3	4	5
TNAP inh hi DEA	-4	-1	-2	0	-1
PMI act satM6P	0.9	1	1	0.9	1.2
TNAP inh noacc	-12	-33	-16	-5	-17
HMGR II inh	-8	2	-6	7	1
S1P3 antagonist	18	-9	-18	nt	2
DTT redox prof	2.2	0.0	-1.2	-1.1	-0.6
RAM network inh	2.1	1.5	1.4	0.0	3.3
Hsp70 activator	-0.2	-0.5	0.2	0.0	-0.3
PMI act	0.9	0.9	1	0.9	1.1
L major viab	-5	-3	-6	0	10

6	O=C(C1=C[C@@H](c2ccc(Br)cc2)C[C@@H](OCc2ccc(CO)cc2)O1)N1CCN(Cc2ccccc2)CC1
7	CCc1cc2c(=O)c(Oc3ccccc3F)c(C)oc2c(CN(C)C)c1O
8	COC(=O)c1c(C(=O)OC)c(-c2ccc(C)cc2)n2c1CCC2
9	O=S(=O)(NC1c2cccc3cccc(c23)C1Sc1ncccn1)c1ccccc1 (centres undefined)
10	Cc1cccc(C(=O)NC(=S)N2CCN(C)CC2)c1

entry no.	6	7	8	9	10
TNAP inh hi DEA	-8	-4	-2	-1	-2
PMI act satM6P	0.8	1	1	0.9	1
TNAP inh noacc	-6	-1	-13	4	-10
HMGR II inh	-2	-2	-2	-5	-1
S1P3 antagonist	-7	-32	nt	6	nt
DTT redox prof	-0.9	2.0	-5.1	-0.3	-5.1
RAM network inh	2.0	-1.7	4.8	4.1	-0.7
Hsp70 activator	0.1	-0.2	-0.5	0.1	0.1
PMI act	0.8	1.1	0.9	0.9	1
L major viab	12	-7	7	7	-3

11	CC(C)C(=O)Nc1ccc(Cc2ccc(NC(=O)C(C)C)c(O)c2)cc1O
12	O=C(Nc1nnc(C2CC2)o1)c1ccc(S(=O)(=O)N2CCCc3ccccc32)cc1
13	CC1(C)CC2CC(C)(CN2C(=O)COC(=O)CNC(=O)c2ccc(Cl)c(Cl)c2)C1 (centres undefined)
14	CCc1nc2sc(C)c(C)c2c(=O)n1CCO
15	CC(C)(C)c1cc(OC(=O)c2ccccc2F)ccc1O

entry no.	11	12	13	14	15
TNAP inh hi DEA	-5	-6	-1	-4	-2
PMI act satM6P	1	1	1	1	0.6
TNAP inh noacc	-10	4	-54	-13	0
HMGR II inh	-1	-4	-2	-1	-4
S1P3 antagonist	nt	-16	-4	15	-25
DTT redox prof	0.3	-1.2	0.2	0.8	-0.7
RAM network inh	4.2	3.3	4.0	1.4	0.1
Hsp70 activator	-0.3	nt	-0.3	-0.5	-0.3
PMI act	1	1.1	0.9	0.9	0.8
L major viab	7	99*	-5	2	1

16	CCC(C)NC(=O)c1ccc(N2CCC3(CC2)OCCO3)c([N+](=O)[O-])c1 (centres undefined)
17	c1ccc(Oc2cnc3ccccc3n2)cc1
18	CCOC(=O)c1c(CN2CCCCC2)n(C)c2ccc(OC)c(S(=O)(=O)c3ccccc3)c12
19	CCCCNC(=O)NNC(=O)c1ccco1
20	N#C/C(=C/c1ccc(N2CCOCC2)o1)C(=O)NC1CCCCC1

entry no.	16	17	18	19	20
TNAP inh hi DEA	-1	-4	-2	-1	28
PMI act satM6P	0.9	0.9	1	1	0.9
TNAP inh noacc	-4	-4	-3	-5	30
HMGR II inh	-2	-4	-4	-1	-8
S1P3 antagonist	-15	nt	nt	-3	-9
DTT redox prof	1.0	-8.4	-1.5	-0.6	0.2
RAM network inh	1.8	0.0	0.6	3.4	1.4
Hsp70 activator	-0.4	-0.2	-0.1	-0.3	-0.2
PMI act	0.8	1	0.8	0.9	1
L major viab	-1	-7	30	-4	1

21	O=C(CSc1ccc2nnc(-c3ccccc3)n2n1)NCc1ccco1
22	Cc1[nH]c(-c2ccc3c(c2)OCO3)nc1C(=O)O
23	Cc1occc1C(=O)Nc1ccc(S(N)(=O)=O)cc1
24	CCOc1ccc(Oc2ccc(Cl)cc2NC(=O)CCNC(C)=O)cc1
25	COc1cc(NC(=O)COC(=O)/C=C/c2ccc(Cl)cc2Cl)cc(OC)c1

entry no.	21	22	23	24	25
TNAP inh hi DEA	4	-4	0	-2	-2
PMI act satM6P	0.9	0.9	0.9	0.9	1.1
TNAP inh noacc	-11	-14	0	-6	-3
HMGR II inh	1	0	3	0	-1
S1P3 antagonist	-16	nt	5	-9	-12
DTT redox prof	1.7	-0.8	6.3	0.0	0.1
RAM network inh	2.2	-0.1	2.2	-0.8	9.5*
Hsp70 activator	0.1	-0.2	-0.2	0.0	0.0
PMI act	1	0.8	0.9	0.9	1
L major viab	13	-6	-5	8	-6

# Structures listed above shown as hits in RAM network inh.
No.	smiles	TNAP inh hi DEA	PMI act satM6P	TNAP inh noacc	HMGR II inh	S1P3 antagonist	DTT redox prof	RAM network inh	Hsp70 activator	PMI act
25	COc1cc(NC(=O)COC(=O)/C=C/c2ccc(Cl)cc2Cl)cc(OC)c1	-2	1.1	-3	-1	-12	0.1	9.5*	0.0	1

# Following part:
26	O=C1CC(c2ccccc2)N1c1ccccc1 (centres undefined)
27	CSc1ncccc1C(=O)Nc1nc2c(C)cccc2s1
28	O=C(c1ccc2c(=O)n(-c3ccccc3)c(=S)[nH]c2c1)N1CCCCC1
29	COC(=O)C(CCSC)NC(=O)/C=C/c1ccc(OC)cc1 (centres undefined)
30	Cc1occc1C(=O)Nc1ccccc1NC(=O)c1ccoc1C

entry no.	26	27	28	29	30
TNAP inh hi DEA	-5	-4	-1	4	nt
PMI act satM6P	1	1	1	1	nt
TNAP inh noacc	-14	-7	-9	-7	nt
HMGR II inh	3	-3	-2	2	nt
S1P3 antagonist	nt	6	-7	2	-7
DTT redox prof	-8.2	0.1	4.0	-2.6	-0.5
RAM network inh	3.7	4.3	4.8	1.1	nt
Hsp70 activator	-0.3	0.1	-0.5	0.2	-0.4
PMI act	1	1.1	0.9	0.8	nt
L major viab	-2	69*	-2	0	40

# 2 entries drawn at random from those above:
25	COc1cc(NC(=O)COC(=O)/C=C/c2ccc(Cl)cc2Cl)cc(OC)c1
29	COC(=O)C(CCSC)NC(=O)/C=C/c1ccc(OC)cc1 (centres undefined)

entry no.	25	29
TNAP inh hi DEA	-2	4
PMI act satM6P	1.1	1
TNAP inh noacc	-3	-7
HMGR II inh	-1	2
S1P3 antagonist	-12	2
DTT redox prof	0.1	-2.6
RAM network inh	9.5*	1.1
Hsp70 activator	0.0	0.2
PMI act	1	0.8
L major viab	-6	0

# More compounds
31	C(=N\n1cnnc1)/c1ccc(N2CCOCC2)s1
32	CCSc1nnc(NC(=O)CSc2nnc(C)c(=O)n2N)s1
33	CCC(C)NS(=O)(=O)c1ccc(NC(C)=O)cc1 (centres undefined)
34	C=CCn1c(SCCOc2ccc(OC)cc2)nnc1C(CO)NC(=O)c1ccc(OC)cc1 (centres undefined)
35	C/C(=N\NC(=O)c1ccc(Cl)cc1)c1cccc(NC(=O)C(C)C)c1

entry no.	31	32	33	34	35
TNAP inh hi DEA	0	-5	2	-2	-4
PMI act satM6P	0.9	1	1	1	1.2
TNAP inh noacc	-7	-7	-6	-10	-11
HMGR II inh	-2	-9	0	-5	6
S1P3 antagonist	nt	-17	nt	nt	nt
DTT redox prof	-0.7	0.4	-0.2	-0.1	-2.0
RAM network inh	1.0	0.1	-0.5	3.5	1.5
Hsp70 activator	-0.3	-0.3	-0.3	-0.2	-0.1
PMI act	1	1	1	1	1.1
L major viab	-6	0	-1	-1	0

# In the list so far, these have bromine.
3	COc1cccc(NC(=O)COC(=O)Cc2ccc(Br)cc2)c1
6	O=C(C1=C[C@@H](c2ccc(Br)cc2)C[C@@H](OCc2ccc(CO)cc2)O1)N1CCN(Cc2ccccc2)CC1

entry no.	3	6
TNAP inh hi DEA	-2	-8
PMI act satM6P	1	0.8
TNAP inh noacc	-16	-6
HMGR II inh	-6	-2
S1P3 antagonist	-18	-7
DTT redox prof	-1.2	-0.9
RAM network inh	1.4	2.0
Hsp70 activator	0.2	0.1
PMI act	1	0.8
L major viab	-6	12

# The list continues.
36	O=C(COC(=O)C1CC(=O)N(c2nc(-c3ccccc3)cs2)C1)c1ccccc1 (centres undefined)
37	CCOC(=O)c1c(NC(=O)CN2C(=O)NC3(CCCCC3C)C2=O)sc(C)c1C (centres undefined)
38	CCC(C)NC(=O)NC(=O)N(C1CCCCC1)S(C)(=O)=O (centres undefined)
39	CCCC(=O)Nc1ccc(C(=O)Nc2cc(C(F)(F)F)ccc2Cl)cc1
40	Cc1cccc(C(=O)Nc2ccccc2SCC2CSc3nc4ccccc4c(=O)n32)c1 (centres undefined)

entry no.	36	37	38	39	40
TNAP inh hi DEA	8	-4	-2	0	-2
PMI act satM6P	1	1	0.9	1	1
TNAP inh noacc	-9	-10	-6	-4	-4
HMGR II inh	0	0	-4	6	-6
S1P3 antagonist	nt	-9	nt	nt	nt
DTT redox prof	-0.1	-0.3	1.8	2.2	-3.1
RAM network inh	1.8	4.1	2.3	2.9	0.8
Hsp70 activator	-0.4	-0.2	0.2	-0.3	0.1
PMI act	0.5	1	0.9	1	1
L major viab	-6	9	-9	1	-3

41	COc1cc(NC(=O)c2ccccc2Cl)ccc1NC(=O)c1cccs1
42	CC(C)(C)C(=O)OCc1cn(-c2ccc(Cl)cc2)nn1
43	Cc1cccc(N(CC(=O)NC2CCCCC2)C(=O)c2ccc(C)s2)c1
44	CN(C)CCC1CCN(c2cc(C#N)c(C#N)cc2[N+](=O)[O-])CC1
45	O=C(COC(=O)/C=C/c1cccc([N+](=O)[O-])c1)NCC1CCCO1 (centres undefined)

entry no.	41	42	43	44	45
TNAP inh hi DEA	-5	-3	2	11	-8
PMI act satM6P	0.9	1	1.1	1	0.9
TNAP inh noacc	-14	-4	-8	3	-18
HMGR II inh	3	1	nt	3	-3
S1P3 antagonist	10	nt	nt	-13	-21
DTT redox prof	-0.8	-7.3	-4.3	2.1	-0.4
RAM network inh	4.1	2.6	1.3	2.9	0.4
Hsp70 activator	0.0	-0.2	-0.2	0.0	0.0
PMI act	0.9	1.1	1	1	0.9
L major viab	-12	-3	7	55*	-3
